RGS4-Gao reg: human RGS4-Galphao interaction regulation; P09471; Multiplexed bead flow cytometry, RGS4-Galphao binding; actives lie on both sides; binding response (% of control), % at 10 µM; hit rate 0.33% among 220,000; in the data active = binding response below about 49% or above about 150%; inactive = in between;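 also: fluorescent Galphao activated with aluminum fluoride binding bead-coupled RGS4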
Target sequence (P09471 whole entry, looked up): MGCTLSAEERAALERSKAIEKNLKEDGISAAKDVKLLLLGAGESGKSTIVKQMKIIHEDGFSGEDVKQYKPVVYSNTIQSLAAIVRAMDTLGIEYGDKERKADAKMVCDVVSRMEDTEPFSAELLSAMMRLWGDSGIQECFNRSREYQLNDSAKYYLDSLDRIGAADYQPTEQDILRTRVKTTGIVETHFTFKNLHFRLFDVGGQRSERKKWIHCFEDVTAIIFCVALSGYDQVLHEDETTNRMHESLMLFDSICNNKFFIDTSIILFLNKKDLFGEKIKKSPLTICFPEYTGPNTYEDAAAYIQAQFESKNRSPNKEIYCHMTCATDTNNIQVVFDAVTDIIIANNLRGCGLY
Bcl-2 Bim block: inhibitors of Bim-Bcl-2 interaction, human | AID 950 | hit rate 0.06% among 190,000 | Bead-based flow cytometry, Bim peptide-Bcl-2 binding | inhibition, % at 10 µM | P10415; in the data active = inhibition above about 40%; inconclusive = no clear call, values can overlap the other calls;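 also: 0% = no compound wells with probe peptide and 100% = reference peptide inhibitor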
Bcl-XL Bim block: inhibitors of Bim-Bcl-XL interaction, human; hit rate 0.04% among 190,000; Q07817; Bim peptide-Bcl-XL binding, bead flow cytometry, fluorescence; AID 1007; inhibition, % at 10 µM
Bcl-W Bim block: disrupts Bim peptide binding to human Bcl-W; hit rate 0.02% among 190,000; Q92843; bead-based flow cytometry; inhibition, % at 10 µM;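 also: 0% = bound tracer without compound and 100% = peptide blocker; higher means less fluorescent Bim peptide bound to Bcl-W beads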
Target sequence (Q92843 whole entry, looked up): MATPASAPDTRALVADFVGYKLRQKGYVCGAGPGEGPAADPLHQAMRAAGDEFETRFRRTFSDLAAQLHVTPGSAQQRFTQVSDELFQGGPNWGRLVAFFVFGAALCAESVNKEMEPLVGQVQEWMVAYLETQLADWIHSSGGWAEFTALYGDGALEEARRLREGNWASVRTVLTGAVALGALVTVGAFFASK
Mcl-1 Bim block: inhibitors of Bim-Mcl-1 interaction, human. Q07820. Bead-based flow cytometry, Bim peptide-Mcl-1 binding. AID 1009. hit rate 0.1% among 190,000. inhibition, % at 10 µM;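 also: 0% = no compound tracer wells and 100% = peptide blocker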
ABCB1 block: blocks JC-1 efflux by human ABCB1 transporter | P08183 | CCRF-Adr cells, flow cytometry | inhibition, % at 6.6 µM | hit rate 0.067% among 190,000 | AID 1326; in the data active = inhibition above about 40%;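 also: 0% = vehicle and 100% = reference inhibitor; higher value means more JC-1 retained so stronger ABCB1 efflux block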
ABCG2 block: blocks JC-1 efflux by human ABCG2 transporter; Q9UNQ0; IgMXP3 cells, flow cytometry; inhibition, % at 6.6 µM; hit rate 0.1% among 190,000;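 active = inhibition above 80%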;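 also: 0% = DMSO and 100% = nicardipine control wells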
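Test system: IgMXP3 cells (ABCG2) mixed with DDAO far-red-labelled CCRF-Adr cells (ABCB1). Reagent: JC-1 transporter substrate. Compound dosing: single test compound dose, 6.6 µM final. Times: 10 min compound exposure, 25 °C. Detection: flow cytometry of retained JC-1 fluorescence. Read-out basis: efflux inhibition in percent versus controls. Controls: nicardipine and DMSO wells.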
RGS8-Gao: regulators of human RGS8-Galphao interaction. P09471. multiplexed bead flow cytometry, RGS8-Galphao binding; actives lie on both sides. response (percent of control binding), % at 10 µM. hit rate 0.34% among 220,000; in the data active = response below about 60% or above about 140%; inactive = in between;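 also: Galphao activated as the GDP aluminium fluoride complex binding bead-coupled RGS8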
Bim-Bfl-1: disrupts Bim binding to human Bfl-1 | Bead-based flow cytometry, Bim-Bfl-1 binding inhibition | Q16548 | inhibition, % at 10 µM | hit rate 0.12% among 190,000 | AID 1008;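 also: 0% = wells without compound plus tracer and 100% = blocker peptide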
Bcl-B Bim block: inhibitors of Bim-Bcl-B interaction, human; Q9HD36; bead-based flow cytometry, Bim peptide-Bcl-B binding; inhibition, % at 10 µM; hit rate 0.073% among 190,000;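 also: 0% = tracer peptide without compound and 100% = reference inhibitor peptide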
Target sequence (Q9HD36 whole entry, looked up): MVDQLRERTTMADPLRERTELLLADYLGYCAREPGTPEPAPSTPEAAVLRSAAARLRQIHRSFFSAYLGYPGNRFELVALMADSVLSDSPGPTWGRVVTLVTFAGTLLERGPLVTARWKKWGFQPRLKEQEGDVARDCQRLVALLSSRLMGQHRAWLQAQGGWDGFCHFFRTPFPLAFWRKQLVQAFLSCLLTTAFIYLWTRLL
RGS7-Gao reg: modulates binding of RGS7 to human Galphao. P09471. Multiplexed bead flow cytometry; actives lie on both sides. binding response (% of control), % at 10 µM. hit rate 0.35% among 220,000; in the data active = binding response below about 49% or above about 150%; inconclusive = no clear call, values can overlap the other calls; inactive = in between;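 also: fluorescent Galphao held in activated GDP-AlF4 state binding bead-coupled RGS7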
* hit, by the source's call; ? = inconclusive; . = no result given. Rule as the data show it, unless noted: active = inhibition above about 40%. No enrichment for hits; any-hit rate near 0.94%.

cpd	Bcl-2 Bim block	ABCG2 block	RGS4-Gao reg	Bcl-XL Bim block	Bcl-W Bim block	Bim-Bfl-1	ABCB1 block	Mcl-1 Bim block	RGS7-Gao reg	RGS8-Gao	Bcl-B Bim block	mol
1	-10	23	99	-9	2	-17	3.4	0	100	100	-5	CN(C)S(=O)(=O)N1CCN(C(=O)N2CCCCCC2)CC1
2	3	3	102	7	9	5	0.9	8	100	97	-17	O=C(CNC(=S)N(Cc1ccc(F)cc1)C1CCCCC1)NC1CC1
3	-7	10	95	-7	4	-11	0.8	-3	94	99	-7	CCSc1nc(-c2ccc(OC)cc2)cc(-c2ccccc2)c1C#N
4	-5	17	101	-5	-2	-1	1.9	-3	102	103	-5	Cc1cc(N2CCN(C(=O)c3ccco3)CC2)nc(-c2ccccc2)n1
5	-11	-2	119	0	-2	-15	0.2	-1	118	109	-8	CC(=O)NC(CCS(C)(=O)=O)C(=O)N1CCc2ccccc21 (stereo not drawn)
6	0	7	103	0	4	-6	0.9	3	103	100	-3	O=S(=O)(N/N=C\C=C\c1ccccc1)c1ccc(Br)cc1
7	-4	4	86	2	-1	-5	0.5	-3	94	92	-2	O=C(CC12CC3CC(CC(C3)C1)C2)NCc1ccncc1
8	2	0	97	2	2	0	0.0	4	94	101	1	CC(=O)Nc1ccc(NC(=O)C2CCN(C(=O)c3cccs3)CC2)cc1
9	2	8	99	1	0	2	1.1	0	101	102	0	CCCCN(C(=O)Cn1nnc2ccccc21)C(C(=O)NCCOC)c1cccs1 (stereo not drawn)
10	-9	3	99	-8	-4	-16	0.4	-8	106	101	-11	O=C(Nc1ccc(C(F)(F)F)cc1)C1(c2ccccc2)CC1
11	-2	3	100	-2	-2	-6	0.6	-2	99	100	0	CCOC(=O)N1CCN(C(=O)c2ccc(NS(=O)(=O)c3ccc(F)cc3)cc2)CC1
12	-6	3	111	-5	-5	-6	1.1	-4	113	125	-7	O=C(O)/C=C/c1ccccc1Oc1ccc(Cl)cc1Cl
13	-3	0	98	-3	-1	-3	-0.1	0	105	101	-5	CCOc1ccc(CCNC(=O)CCC(=O)Nc2ccc3nc(N4CCN(C)CC4)cc(C)c3c2)cc1OCC
14	-1	-1	106	4	1	0	-4.3	0	105	104	5	COc1ccc(-c2nc(C#N)c(NC(C)c3ccccc3)o2)cc1OC (stereo not drawn)
15	-2	-6	102	-3	-6	-6	-2.3	-2	104	101	-7	CCN(C(=O)CSc1nnnn1-c1ccccc1)C1CCS(=O)(=O)C1 (stereo not drawn)
16	8	7	93	1	4	4	0.5	4	95	81	5	O=C(N/N=C/c1ccc2c(c1)OCO2)c1cccs1
17	-9	35	101	-10	-6	-5	2.8	-5	100	100	-15	CCC(Sc1ncnc2c1c(-c1ccccc1)cn2-c1ccc(OC)cc1)C(=O)OC (stereo not drawn)
18	-8	24	102	-9	1	-17	1.1	-6	101	101	-14	COC(=O)c1ccc(CSCC(=O)Nc2cc(OC)cc(OC)c2)o1
19	-7	1	106	-10	0	-11	1.1	-1	101	105	-9	COc1cccc(N(C(=O)c2cnccn2)C(C(=O)NC2CCCCC2)c2ccc(Cl)cc2)c1 (stereo not drawn)
20	-5	-1	101	0	0	-4	0.2	0	?	100	-2	CCCCC1=NN2CCS(=O)(=O)N=C2S1
21	-1	-2	99	-1	0	-3	-2.0	-1	98	98	-5	CCCC(=O)NCCc1cc2c(C)ccc(C)c2[nH]c1=O
22	-6	10	100	-4	-5	-13	1.6	-2	98	99	-7	CCC(C)NC(=O)c1cc(Sc2nnc(C)s2)nc2ccccc12 (stereo not drawn)
23	-1	-3	105	-7	-7	-3	-0.4	-7	101	91	-7	Cc1ccc(NC(NC(=O)OCCn2c([N+](=O)[O-])cnc2C)C(Cl)(Cl)Cl)cc1 (stereo not drawn)
24	-8	-1	105	-4	-1	-18	0.3	-4	107	102	-13	CCN(CC)CCCC1(CN)OCCc2ccccc21 (stereo not drawn)
25	0	2	104	-3	-1	1	0.8	2	107	121	-1	COc1ccc(C(=O)NNC(=O)c2cc(C)[nH]n2)cc1
26	-2	33	95	0	0	-15	0.6	0	97	96	-5	COc1ccccc1CN1C(=O)CCC1(C)C(=O)NCc1cccnc1 (stereo not drawn)
27	-3	0	94	2	2	-4	0.1	2	93	95	-2	O=C(C1CCN(S(=O)(=O)N2CCOCC2)CC1)N1CCN(c2ccc(F)cc2)CC1
28	0	3	84	-4	-2	-3	1.1	-1	85	96	1	COc1ccccc1NC(=O)N1CCn2c(nc3ccccc32)C1
29	-1	-1	101	0	1	-1	0.1	-1	100	102	-6	CCCCN(c1ccc(C(=O)OC)cc1)S(=O)(=O)c1ccccc1
30	-2	2	101	-2	-3	-6	0.4	0	?	102	-1	CC(C)[C@H](NS(=O)(=O)c1cccc(C(F)(F)F)c1)C(=O)OCC(N)=O

Three compounds already listed, sorted by SMILES length, highest first.
cpd	Bcl-2 Bim block	ABCG2 block	RGS4-Gao reg	Bcl-XL Bim block	Bcl-W Bim block	Bim-Bfl-1	ABCB1 block	Mcl-1 Bim block	RGS7-Gao reg	RGS8-Gao	Bcl-B Bim block	mol
30	-2	2	101	-2	-3	-6	0.4	0	?	102	-1	CC(C)[C@H](NS(=O)(=O)c1cccc(C(F)(F)F)c1)C(=O)OCC(N)=O
8	2	0	97	2	2	0	0.0	4	94	101	1	CC(=O)Nc1ccc(NC(=O)C2CCN(C(=O)c3cccs3)CC2)cc1
2	3	3	102	7	9	5	0.9	8	100	97	-17	O=C(CNC(=S)N(Cc1ccc(F)cc1)C1CCCCC1)NC1CC1

The listing picks up; the three compounds before the break are reprinted first.
cpd	Bcl-2 Bim block	ABCG2 block	RGS4-Gao reg	Bcl-XL Bim block	Bcl-W Bim block	Bim-Bfl-1	ABCB1 block	Mcl-1 Bim block	RGS7-Gao reg	RGS8-Gao	Bcl-B Bim block	mol
28	0	3	84	-4	-2	-3	1.1	-1	85	96	1	COc1ccccc1NC(=O)N1CCn2c(nc3ccccc32)C1
29	-1	-1	101	0	1	-1	0.1	-1	100	102	-6	CCCCN(c1ccc(C(=O)OC)cc1)S(=O)(=O)c1ccccc1
30	-2	2	101	-2	-3	-6	0.4	0	?	102	-1	CC(C)[C@H](NS(=O)(=O)c1cccc(C(F)(F)F)c1)C(=O)OCC(N)=O
31	2	1	111	2	1	2	-1.0	1	107	124	0	Cc1ccc(N=c2c([N+](=O)[O-])nn(-c3ccc4c(c3)OCCO4)n2O)c(Cl)c1
32	-5	7	103	-1	-1	-8	0.4	0	105	99	-6	CC(=O)c1sc(NC(=O)c2ccco2)nc1-c1ccccc1
33	-12	1	101	-8	3	-9	0.4	1	101	101	-8	CN(C)S(=O)(=O)c1ccc(-c2ccccc2)cc1
34	5	0	106	-1	7	0	-0.1	3	105	108	-2	O=C(CCc1c[nH]c2ccccc12)NCC(=O)Nc1ccc(F)c(F)c1F
35	0	13	97	-2	1	-2	4.0	-2	98	95	-3	O=C(NCc1cccnc1)/C(=C/c1ccc(-c2ccc(Cl)cc2)o1)S(=O)(=O)c1ccccc1
36	-2	2	85	-2	-1	0	0.9	0	103	92	1	COc1cccc(/C=C/C(=O)OCC(=O)Nc2cccc(S(=O)(=O)N(C)C)c2)c1
37	-3	2	102	-2	-1	0	0.6	-1	100	100	-2	COc1ccc(CCn2nnnc2C(CC(C)C)N2CCN(c3ncccn3)CC2)cc1OC (stereo not drawn)
38	-5	4	102	-6	-6	-4	0.3	-19	103	100	-3	COCCNC(=O)Cn1cnc2c1c(=O)n(C)c(=O)n2C
39	2	9	102	-4	-4	-3	0.3	-6	98	114	0	Cc1cc(C)cc(NC(=O)CSc2nc3c(c(=O)[nH]2)CN(Cc2ccc(F)cc2)CC3)c1
40	-4	2	99	0	0	-5	0.8	0	97	102	-1	CCOC(=O)C1=C(C)N=C2SCCC(=O)N2C1c1ccc(OC)cc1 (stereo not drawn)
41	0	1	97	-2	-2	0	0.8	-2	94	99	0	CC(=O)Nc1nc2n(n1)C(c1ccc(F)cc1)C=C(c1ccccc1)N2 (stereo not drawn)
42	-2	3	98	-4	-2	0	0.4	0	99	100	-1	COc1ccc(-c2cc(C(=O)N3CC4(C)CC3CC(C)(C)C4)no2)cc1 (stereo not drawn)
43	-10	2	103	0	-2	-7	0.3	-1	105	104	-10	CCc1c(C(=O)Nc2ccc(S(=O)(=O)N3CCOCC3)cc2)csc1C
44	-3	4	.	-5	-1	-1	0.5	-1	.	.	-5	Clc1ccccc1-c1nnc2sc(-c3ccccn3)nn12
45	-3	5	97	-1	0	2	1.2	-1	96	97	0	Cc1cc(OCC(=O)Nc2ccc(OCc3ccccc3)cc2)nc(C(C)C)n1
